T cell HTS = T cell immune modulation candidate; AID 2052; 2C CD8+ T cell-vesicle binding, flow cytometry; active compounds read low; calls only at 7 µM; 0.068% of 330,000 active;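 active means response, share of CD8 T cells binding vesicles, and their 90th percentile fluorescence all below set limits, cut at about 80% in these data, passing the limit was not always enough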
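Incubation: binding step 1.5 h, 37 °C, antibody labelling 20 min, ice; system: murine 2C transgenic CD8+ T lymphocytes; technique: cytometric PE anti-B7-1 and Alexa647 anti-CD8 signals after 1% paraformaldehyde fixation; also added: QL9-charged Drosophila Ld/ICAM-1/B7-1 vesicles; control set: naked versus QL9-loaded vesicles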
Myeloid diff 2 = promotes myeloid progenitor differentiation; 1% of 360,000 active; calls only at 10 µM; ER-HoxA9 myeloid progenitors, lysozyme-GFP differentiation, flow cytometry;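 active means normalized GFP-positive differentiation at or above the plate's own cutoff, the solvent-only control mean plus 3 SD; inconclusive means no clear call, values can overlap the other calls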;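 further: cells exposed to compound for four days before flow analysis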
Ins promoter up = MIN6 insulin promoter up-regulation; MIN6 insulin promoter-GFP reporter, high-content imaging; active compounds read high; 0.3% of 190,000 active; z-score at 5 µM;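 active means z-score above 3 at 5 µM with at least 500 cells counted in the well; inconclusive means wells under 500 cells, flagged as cytotoxic or low count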
WT yeast gro inh = growth inhibition of WT yeast, mitochondrial fusion screen; 2.1% of 190,000 active; inhibition, % at 10 µM; AID 1362; mitochondrial fusion phenotypic screen, WT strain; in the data active means inhibition above about 58%; tested in S. cerevisiae
West Nile antiviral = West Nile virus antiviral activity, cell-based, CPE readout (AID 1621); West Nile virus-infected cells, CPE inhibition; higher % means a stronger effect; one-dose CPE inhibition, % at 10 µM; IC50 in µM for titrated hits; 0.02% of 290,000 active; in the data active means a potency from the dose series; inconclusive means CPE inhibition mostly from about 3.7% at the one dose, without a potency; inactive means the rest, 99 in 100 with CPE inhibition below about 2.2%; further: strong numbers were not always called active
b-catenin transl = modulators of beta-catenin nuclear translocation; HeLa beta-catenin nuclear translocation, immunofluorescence imaging; nuclear translocation activity, % at 5 µM; 0.3% of 190,000 active; AID 1665;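 active means nuclear translocation activity above 50% at 5 µM, with a well cell count of 50 or more; inconclusive means wells under 50 cells across six images, flagged as toxic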;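 further: per-cell ratio of nuclear to cytoplasmic median beta-catenin stain intensity; plate controls were DMSO negative control for no effect and GSK-3 inhibitor IX positive control for full effect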
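Technique: fluorescence imaging of beta-catenin antibody stain plus DAPI / Material: human HeLa cell line / Incubation: compound treatment 24 h, 37°C, 5% CO2 / Read-out basis: % activation of per-cell nuclear versus cytoplasmic median beta-catenin signal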
MT stabilizer = stabilizes microtubules in HeLa cells. HeLa tubulin immunostaining HCS, 24 h; share of cells brighter than vehicle mean+2SD. % tubulin-high responders, % at 10 µM. 0.83% of 200,000 active;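 active means plate Z-score above 3 for both tubulin-high and condensed-nucleus cell shares, with cell loss under 80%, at 10 µM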;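 further: anti alpha tubulin signal scored within the nucleus-defined area of each cell; some results filed as inactive read as strong as hits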
Hep lipid drop = hepatic lipid droplet formation modulation. 0.4% of 240,000 active. inhibition, % at 6.5 µM. AID 1656. AML12 mouse hepatocytes, oleate lipid droplets, BODIPY imaging;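 active means lipid droplet intensity inhibited by at least 50%, with more than 500 cells counted; inconclusive means wells with under 300 cells, treated as cytotoxic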
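Test system: AML12 mouse liver cells; schedule: overnight exposure; technique: high-content imaging of BODIPY-stained droplets and DAPI nuclei; read-out: % inhibition of corrected integrated BODIPY droplet signal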
Autophagy mod = autophagy modulation, high-content screen. MEF GFP-LC3 puncta imaging; test concentration mostly 10 µM. calls only at 10 µM (by protocol). 0.98% of 190,000 active;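 active means percentage of spot-positive cells more than 3 SD above its plate mean, without a fluorescence outlier flag or 80% toxicity; inconclusive means no clear call, values can overlap the other calls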;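 further: spot-positive cell cutoff set from DMSO-treated cells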
WT yeast gro inh mutant strain = further read-out of WT yeast gro inh, marked with its call; inhibition, %; mitochondrial fusion phenotypic screen, mutant strain inhibition
Ins promoter up cell count = second read-out of Ins promoter up, no call of its own (marks repeat the call); cell count; measured here: cytotoxicity, nuclei count;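 total cells summed across four imaged fields per well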
Hep lipid drop cells 6.5 µM = also measured in Hep lipid drop; calls as there; cell count; measured here: cell count, cytotoxicity flag;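 cells counted across two imaged fields per well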
b-catenin transl cell count 5 µM = recorded beside b-catenin transl, whose call it bears; cell count; measured here: cell count, cytotoxicity flag
T cell HTS vesicle-bound % = second read-out of T cell HTS, no call of its own (marks repeat the call); double positive events, %; measured here: CD8+ vesicle-bound cell fraction;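 binding gate set so that unloaded-vesicle control wells show 10% double positive cells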
MT stabilizer Hoechst-high % = also measured in MT stabilizer; calls as there; % Hoechst-high responders; measured here: nuclear condensation Hoechst responders;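 share of cells brighter than vehicle mean plus two SD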
MT stabilizer cytotoxicity % = recorded beside MT stabilizer, whose call it bears; toxicity, %; measured here: cytotoxicity by cell density;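 0% = mean cell density of plate MIN control wells and 100% = no cells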
Autophagy mod cell loss 18 h = also measured in Autophagy mod; calls as there; toxicity, %; measured here: cell loss, nuclei count;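 cell loss after 18 h compound exposure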
Myeloid diff 2 GFP+ MAC1+ % = recorded beside Myeloid diff 2, whose call it bears; GFP+ MAC1+ double positive, %; measured here: differentiation confirmed by MAC1 staining
* marks the source's active call; other numbers are inactive results; i = inactive; ? = inconclusive; . = no result given.

The line under a structure holds: MT stabilizer cytotoxicity %, MT stabilizer, Autophagy mod cell loss 18 h, Ins promoter up, b-catenin transl, Autophagy mod, T cell HTS, WT yeast gro inh, b-catenin transl cell count 5 µM, WT yeast gro inh mutant strain, Hep lipid drop cells 6.5 µM, Hep lipid drop, Ins promoter up cell count, T cell HTS vesicle-bound %, Myeloid diff 2, MT stabilizer Hoechst-high %, West Nile antiviral, Myeloid diff 2 GFP+ MAC1+ %
(1) CC(=O)Nc1ccc(NC(=O)Cc2ccc(F)cc2)cc1
    5.2, 5.3, 5.8, -0.01, -0.6, i, i, -8.5, 1486, 6.2, 652, 10.9, 1406, 52.9, ., 1.9, -0.1%, .
(2) O=C(c1ccccc1F)N(Cc1ccccc1)Cc1ccccc1
    ., ., ., ., ., ., i, ., ., ., 822, -20.9, ., 56.6, i, ., -1.3%, 0.4
(3) CCCCNC(=O)c1sc(=S)n2c1[nH]c(=O)c1ccccc12
    6.2, 5.2, 0.0, 0.15, 1.0, i, i, -6.9, 745, 17.0, ., ., 1384, 24.9, i, 2.9, -0.5%, 0.8
(4) CC(=O)c1ccc(N2CCN(C(=O)CCS(=O)(=O)c3ccc(C)cc3)CC2)cc1
    13.6, 4.1, 8.8, 0.74, -0.5, i, i, 1.7, 1061, -2.7, 705, 1.3, 1312, 40.0, i, 1.6, 0.3%, 1.7
(5) COc1ccc(/C=N/Nc2nc(C)cc(-c3ccccc3)n2)cc1OC
    ., ., ., ., ., ., i, ., ., ., 834, 3.5, ., 49.4, i, ., 0.3%, 0.7
(6) Cc1ccc(S(=O)(=O)c2c(C)nn(C(C)(C)C)c2OC(=O)CC(C)C)cc1
    4.1, 2.6, 0.7, -0.64, -1.5, i, i, 69.5*, 1107, 17.4*, 683, 4.8, 1357, 45.7, i, 3.4, 0.0%, 0.3
(7) O=C1CC[C@@H](C(=O)N2CSC[C@H]2C(=O)O)N1
    ., ., ., -0.18, -1.7, ., i, 0.0, 1280, 11.9, 683, -2.1, 1478, 66.9, i, ., -0.2%, 1.8
(8) CCC(C)c1ccc(O)c(NC(=S)NC(=O)c2cccnc2)c1 (stereo unspecified)
    6.4, 2.3, -6.1, ., 1.9, i, i, 43.3, 949, 51.1, 703, -13.5, ., 40.6, i, 2.4, 0.1%, 0.5
(9) COc1ccc(CCN(Cc2cccs2)S(=O)(=O)c2ccc(-n3cnnn3)c(OC)c2)cc1OC
    7.7, 5.9, 43.0, ., -9.0, i, i, -8.1, 1138, 3.6, 828, 11.7, ., 48.6, i, 2.3, -0.4%, 2.1
(10) Cc1ccc(Oc2c(CO)c(-c3ccccc3)nn2C)cc1
    35.8*, 17.9*, 8.7, 1.37, 0.6, i, i, -6.0, 1104, -26.8, 728, -2.9, 1117, 55.6, i, 22.7*, -0.9%, 0.7
(11) O=C1c2ccccc2S(=O)(=O)N1Cc1nc2ccccc2s1
    2.8, 3.6, 2.6, 0.53, -2.4, i, i, -7.1, 871, -9.7, ., ., 1521, 5.5, i, 1.9, 0.2%, 0.8
(12) COc1ccc(NC(=O)Cn2nnc(C(=O)NCc3ccc4c(c3)OCO4)c2N)cc1
    6.3, 0.7, 0.8, -0.26, 0.1, i, i, 1.2, 1122, -5.2, 697, -1.7, 1331, 19.8, i, 0.6, -0.4%, 0.2
(13) Cc1noc(C)c1COC(=O)c1cc(=O)[nH]c2ccccc12
    15.2, 23.9, -7.6, 0.24, -0.3, i, i, 9.3, 813, 2.3, ., ., 1234, 60.9, i, 5.2, -0.2%, 1.7
(14) O=C(COC(=O)/C=C/c1ccc([N+](=O)[O-])cc1)NC(c1ccccc1)c1ccccc1
    2.2, 2.2, 3.3, 0.03, 0.0, i, i, 8.7, 469, 12.6, 705, -1.4, 1269, 40.1, i, 1.9, -0.6%, 0.3
(15) CC1C(=O)C(C)(C)C(=O)OC1c1ccccc1 (stereo unspecified)
    ., ., ., ., 1.1, ., i, ., 1312, ., 715, 5.0, ., 57.5, i, ., 0.5%, 1.8
(16) CN(C)/C(=N\S(=O)(=O)c1ccccc1)c1ccccc1
    ., ., ., ., ., ., i, ., ., ., 762, 11.9, ., 27.5, i, ., -0.3%, 0.8
(17) COc1ccc(/C=C/C(=O)NCCSCc2ccco2)cc1
    7.7, 2.6, 9.6, 0.18, -4.0, i, i, -7.2, 1031, -7.2, 628, -3.7, 1350, 17.6, i, 3.9, -0.6%, 1.1
(18) Cc1ccc(CN2CCN(CC(=O)NCc3ccccc3)CC2)cc1
    ., ., ., ., ., ., i, ., ., ., 817, -7.1, ., 58.1, i, ., -1.4%, 0.3
(19) CSc1nsc(SC)c1C(=O)O
    1.5, 2.1, 9.6, -0.09, 1.1, i, i, -6.6, 1089, -17.2, 679, 3.2, 870, 67.2, i, 1.4, 0.3%, 0.5
(20) CCn1c(O)c(C2=NCCCC2)c2ccccc21
    4.9, 2.0, 7.3, 0.34, -4.6, i, i, 12.2, 1006, 6.6, ., ., 1249, 15.1, i, 1.1, -0.1%, 1.6
(21) Cn1cc(S(=O)(=O)Nc2ccc3c(c2)OCCO3)cn1
    0.6, 2.8, 18.8, 0.04, 0.9, i, i, -1.4, 1078, 7.3, 719, 5.0, 1358, 52.3, i, 1.8, -0.1%, 0.2
(22) Cc1noc(C)c1S(=O)(=O)Nc1ccc(C#N)cc1
    ., ., ., ., ., ., i, ., ., ., 748, -18.6, ., 20.0, i, ., -0.3%, 0.6
(23) COc1ccc(-n2cnc3cc(C(=O)N4CCOCC4)ccc32)cc1
    ., ., ., ., ., ., i, ., ., ., 783, -1.5, ., 4.2, i, ., 0.4%, 2.2
(24) Cc1ccc2c(c1)c1n[nH]c(=S)nc1n2CCc1ccccc1
    ., ., ., ., ., ., i, ., ., ., 851, -12.4, ., 13.2, i, ., -0.7%, 0.0
(25) Cn1c(=O)oc2cc(S(=O)(=O)NCc3cccnc3)ccc21
    ., ., ., ., -0.4, ., i, ., 1373, ., 624, 2.0, ., 54.1, i, ., 0.1%, 0.9
(26) C=CCNc1nc(NCc2ccccc2)c(C#N)c2c1CN(C)CC2
    5.8, 5.0, 18.4, -0.93, 3.0, i, i, -7.3, 1132, -4.9, ., ., 1080, 48.1, i, 1.7, 0.3%, 0.1
(27) COc1ccccc1NC(=O)c1cc2c(CO)cnc(C)c2oc1=Nc1cccc(C(N)=O)c1
    ., ., ., ., ., ., i, ., ., ., 834, 7.5, ., 56.2, i, ., ?, 0.4
(28) Cc1cc(Br)ccc1SCC(=O)OCC(=O)N1CCN(C(=O)c2ccco2)CC1
    5.7, 6.3, -12.9, -0.46, -1.6, i, i, 7.0, 1122, 2.4, ., ., 1262, 12.7, i, 2.6, 0.0%, 0.7
(29) O=C1CCC(=O)N1CCSC(=S)N1CCOCC1
    ., ., ., 0.01, -1.9, ., i, ., 1351, ., 698, -8.2, 1102, 38.0, i, ., 0.0%, 0.9

Reformatted field by field: 4 of the compounds above.
29. O=C1CCC(=O)N1CCSC(=S)N1CCOCC1
  MT stabilizer cytotoxicity %: .	MT stabilizer: .	Autophagy mod cell loss 18 h: .	Ins promoter up: 0.01	b-catenin transl: -1.9	Autophagy mod: .	T cell HTS: i	WT yeast gro inh: .	b-catenin transl cell count 5 µM: 1351	WT yeast gro inh mutant strain: .	Hep lipid drop cells 6.5 µM: 698	Hep lipid drop: -8.2	Ins promoter up cell count: 1102	T cell HTS vesicle-bound %: 38.0	Myeloid diff 2: i	MT stabilizer Hoechst-high %: .	West Nile antiviral: 0.0%	Myeloid diff 2 GFP+ MAC1+ %: 0.9

21. Cn1cc(S(=O)(=O)Nc2ccc3c(c2)OCCO3)cn1
  MT stabilizer cytotoxicity %: 0.6	MT stabilizer: 2.8	Autophagy mod cell loss 18 h: 18.8	Ins promoter up: 0.04	b-catenin transl: 0.9	Autophagy mod: i	T cell HTS: i	WT yeast gro inh: -1.4	b-catenin transl cell count 5 µM: 1078	WT yeast gro inh mutant strain: 7.3	Hep lipid drop cells 6.5 µM: 719	Hep lipid drop: 5.0	Ins promoter up cell count: 1358	T cell HTS vesicle-bound %: 52.3	Myeloid diff 2: i	MT stabilizer Hoechst-high %: 1.8	West Nile antiviral: -0.1%	Myeloid diff 2 GFP+ MAC1+ %: 0.2

25. Cn1c(=O)oc2cc(S(=O)(=O)NCc3cccnc3)ccc21
  MT stabilizer cytotoxicity %: .	MT stabilizer: .	Autophagy mod cell loss 18 h: .	Ins promoter up: .	b-catenin transl: -0.4	Autophagy mod: .	T cell HTS: i	WT yeast gro inh: .	b-catenin transl cell count 5 µM: 1373	WT yeast gro inh mutant strain: .	Hep lipid drop cells 6.5 µM: 624	Hep lipid drop: 2.0	Ins promoter up cell count: .	T cell HTS vesicle-bound %: 54.1	Myeloid diff 2: i	MT stabilizer Hoechst-high %: .	West Nile antiviral: 0.1%	Myeloid diff 2 GFP+ MAC1+ %: 0.9

28. Cc1cc(Br)ccc1SCC(=O)OCC(=O)N1CCN(C(=O)c2ccco2)CC1
  MT stabilizer cytotoxicity %: 5.7	MT stabilizer: 6.3	Autophagy mod cell loss 18 h: -12.9	Ins promoter up: -0.46	b-catenin transl: -1.6	Autophagy mod: i	T cell HTS: i	WT yeast gro inh: 7.0	b-catenin transl cell count 5 µM: 1122	WT yeast gro inh mutant strain: 2.4	Hep lipid drop cells 6.5 µM: .	Hep lipid drop: .	Ins promoter up cell count: 1262	T cell HTS vesicle-bound %: 12.7	Myeloid diff 2: i	MT stabilizer Hoechst-high %: 2.6	West Nile antiviral: 0.0%	Myeloid diff 2 GFP+ MAC1+ %: 0.7
